HTR5A inv ag – counter-screen for OPRM1-OPRD1 inverse agonists: human HTR5A inverse agonism. P47898. HTR5A cell line, luminescence. inhibition, % at 9.3 µM. actives 0.083% (n = 340,000); in the data active means inhibition mostly above about 23%, no sharp cut-off; inactive means mostly below about 18%;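 further: 0% = cells with DMSO and 100% = no-cell wells with DMSO; some compounds called inactive have numbers as strong as hits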
HTR5A ag ctr – activates human HTR5A in OPRM1-OPRD1 agonist counter-screen | P47898 | HTR5A agonist assay, luminescence, cell-based | activation, % at 9.3 µM | actives 0.61% (n = 340,000); in the data active means activation mostly above about 9.5%, no sharp cut-off; inactive means mostly below about 7.6%;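 further: 0% = cells with vehicle only and 100% = reference agonist; strong numbers were not always called active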
AddAB inh – less growth of phage-infected E. coli with AddAB; E. coli expressing H. pylori AddAB, absorbance growth; inhibition, % at 11.9 µM; actives 0.29% (n = 330,000); AID 435030; in the data active means inhibition above about 12%;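 further: 0% = vehicle wells of infected cells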
CDK5 inh – blocks human CDK5/p35 kinase activity | actives 0.01% (n = 330,000) | Q00535+Q15078 | AID 488839 | Recombinant CDK5/p35, ADP-Glo luminescence, 60 min | inhibition, % at 10 µM;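 active means highest replicate inhibition of at least 50% and at least 75% of replicates reaching 50%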;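 further: plate controls were DMSO neutral control for no effect and GW8510 at 10 µM for full effect; many of its hits are not listed in these tables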
Mot1-301 SUMO – blocks SUMOylation pathway, rescuing yeast Mot1-301 growth; AID 2716; actives 1% (n = 320,000); S. cerevisiae Mot1-301 growth rescue, ATP luminescence, 38.5C; percent above DMSO median, 100 means doubled; growth rescue, % at 18.8 µM;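 active means every valid replicate shows activation above 250% relative to neutral control wells; inactive means the rest, any valid replicate at or below 250%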;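 further: OY570 slx delta 5 strain wells were the positive control but not used for scaling; some compounds called inactive have numbers as strong as hits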
PKA-R2B activ – activates the human PKA-R2B holoenzyme complex. actives 0.079% (n = 340,000). AID 504700. PKA-R2B holoenzyme dissociation, Cy5-IP20 fluorescence polarization; R2B truncated from residue 108, S112A mutant; 0% DMSO only, 100% 113 µM cGMP. activation, % at 11.4 µM. P22694+P31323;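 active means activation above a cutoff set at the mean over all compounds plus 3 SD, cut at about 18% in these data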;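 further: higher means more holoenzyme dissociation and a rise in polarization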
Target sequence (P31323 whole entry, looked up, other chains not shown, the tested form may be a part): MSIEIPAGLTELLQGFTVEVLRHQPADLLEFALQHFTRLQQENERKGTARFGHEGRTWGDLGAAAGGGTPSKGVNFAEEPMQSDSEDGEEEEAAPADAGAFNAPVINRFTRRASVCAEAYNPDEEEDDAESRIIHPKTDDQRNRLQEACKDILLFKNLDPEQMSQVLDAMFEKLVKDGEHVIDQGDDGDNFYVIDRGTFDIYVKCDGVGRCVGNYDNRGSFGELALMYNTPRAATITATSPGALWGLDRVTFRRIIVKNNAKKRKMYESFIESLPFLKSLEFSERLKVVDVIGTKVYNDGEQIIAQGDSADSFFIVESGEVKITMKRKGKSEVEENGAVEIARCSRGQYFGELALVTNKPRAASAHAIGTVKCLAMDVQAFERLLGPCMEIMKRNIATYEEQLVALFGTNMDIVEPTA
phage Ecoli inh – E. coli growth loss with phage present | actives 0.26% (n = 360,000) | growth absorbance | inhibition, % at 11.9 µM; in the data active means inhibition above about 11%
PKA-R1A act – activators of PKA-R1A complex; AID 504707; activation, % at 11.4 µM; PKA-R1A dissociation, Cy5-IP20 fluorescence polarization; scaled: DMSO 0%, 113 µM cGMP 100%; actives 0.083% (n = 340,000); P00514+P68181;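 active means percent activation above the mean of all tested compounds plus 3 SD, cut at about 19% in these data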;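 further: higher means more PKAc released from R1A so a rise in polarization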
E coli growth – counter-screen for AddAB inhibitors: E. coli growth inhibition; E. coli V3065 growth, OD600 absorbance, 18 h; inhibition, % at 11.9 µM; actives 0.27% (n = 330,000); AID 449728;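 active means inhibition above the campaign's mean inhibition across all tested compounds plus 3 SD, cut at about 9.9% in these data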;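 further: uninfected addAB+ strain grown without phage in ampicillin broth; 0% = DMSO wells and 100% = ciprofloxacin 0.95 µg/ml wells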
Tat export inh – E. coli Tat transport inhibition | E. coli MC4100 TorA-mCherry Tat export, fluorescence | actives 0.036% (n = 340,000) | inhibition, % at 10 µM;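 active means mean replicate inhibition at least 50% and at least half of replicates individually reaching 50%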;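 further: exported cargo escapes ClpAP degradation while cytoplasmic cargo is degraded and loses fluorescence; 0% = median of neutral control wells and 100% = median of NaSCN control wells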
DAGLB inhibitor – blocks human DAGLB lipase activity | actives 0.059% (n = 340,000) | HEK293T DAGLB membrane lysate, EnzChek fluorogenic substrate | Q8NCG7 | inhibition, % at 5.17 µM; in the data active means inhibition above about 34%;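 further: 0% = enzyme with vehicle and 100% = wells lacking enzyme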
Target sequence (Q8NCG7 whole entry, looked up): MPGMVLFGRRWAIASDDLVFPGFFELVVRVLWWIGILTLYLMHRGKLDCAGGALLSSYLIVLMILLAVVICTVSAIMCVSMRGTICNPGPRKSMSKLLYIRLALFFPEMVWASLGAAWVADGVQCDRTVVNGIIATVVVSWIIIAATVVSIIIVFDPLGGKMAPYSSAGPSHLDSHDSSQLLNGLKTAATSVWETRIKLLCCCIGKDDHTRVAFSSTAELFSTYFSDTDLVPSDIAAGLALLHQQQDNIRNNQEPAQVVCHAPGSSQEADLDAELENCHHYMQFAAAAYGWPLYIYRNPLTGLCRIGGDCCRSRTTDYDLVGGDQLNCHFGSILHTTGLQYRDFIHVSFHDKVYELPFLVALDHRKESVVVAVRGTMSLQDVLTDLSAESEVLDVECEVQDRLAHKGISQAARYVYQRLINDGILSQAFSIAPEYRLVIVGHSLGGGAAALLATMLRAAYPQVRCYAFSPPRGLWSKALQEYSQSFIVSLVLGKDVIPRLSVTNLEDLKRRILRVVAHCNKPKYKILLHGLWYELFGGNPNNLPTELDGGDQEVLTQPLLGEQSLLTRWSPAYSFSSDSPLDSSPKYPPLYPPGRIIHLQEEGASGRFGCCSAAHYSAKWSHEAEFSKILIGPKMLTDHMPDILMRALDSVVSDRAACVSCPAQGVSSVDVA
The depositor's hits bear a star; . = not tested or not shown. Random draw from the library; 2.3% or so of the library scored in one or more.

SMILES	HTR5A inv ag	HTR5A ag ctr	AddAB inh	CDK5 inh	Mot1-301 SUMO	PKA-R2B activ	phage Ecoli inh	PKA-R1A act	E coli growth	Tat export inh	DAGLB inhibitor
COCCn1c(C)cc(C(=O)CN2C(=O)NC3(CCCCCC3)C2=O)c1C	-7.6	-2.3	-1.3	0.5	0.1	-3.6	6.0	7.2	0.0	8.1	0.1
CC(C)(CNC(=O)C1c2ccccc2-c2ccccc21)N1CCOCC1	2.5	-2.0	0.9	2.0	-7.6	-9.0	2.1	-13.6	1.3	-1.3	1.9
CCC(=O)Nc1cccc(NC(=S)NC(=O)c2cc3ccccc3o2)c1	2.9	-1.0	-2.4	1.9	2.3	-1.6	5.8	-5.8	-1.3	-6.7	0.3
CCCn1c(O)c(CN2CCCC(C)C2)c(C)c(C#N)c1=O (stereo not given)	23.4	0.6	2.2	-2.3	-6.9	-9.6	2.3	-6.2	1.1	-0.9	2.0
CSc1ccc(C(=S)N2CCCC2)cc1	-9.4	2.6	2.4	0.3	3.0	-6.5	0.5	-7.7	-0.8	-2.7	-3.3
NN1C(=O)NC(c2ccccc2)(c2ccccc2)C1=O	1.2	1.6	-2.2	3.2	543.4*	-13.7	3.7	0.8	0.5	1.7	1.5
Cc1sc(-c2ccncc2)nc1OC(=O)c1ccccc1	-9.0	3.7	2.5	1.9	0.1	-8.1	0.3	-5.2	1.8	5.3	-3.0
COc1ccc(C2C3=C(CCCC3=O)Nc3nc(SCc4ccc(C(=O)O)cc4)nn32)cc1OC (stereo not given)	-30.8	11.9	0.1	0.6	4.9	-6.1	1.1	6.0	0.4	-2.2	3.6
O=C(Nc1nnc(-c2ccco2)s1)c1ccccc1	-17.6	-5.9	1.7	-0.9	21.2	-2.7	2.8	11.9	1.5	2.0	1.6
N#Cc1ccc(C(=O)OCC(=O)N2CCCC2)cc1	18.1	-6.8	5.2	-1.1	-12.6	-8.7	3.4	1.0	2.1	-3.0	1.0
CC1(C)CC(OC(=O)c2ccco2)CC(C)(C)N1O	10.1	-0.2	2.0	0.9	11.7	-15.5	1.4	-3.9	-0.5	10.9	-0.6
Cc1ccc(C(=O)N(CCN2CCCCC2)CC2CCCN(C3CCCC3)C2)s1 (stereo not given)	-0.4	-0.4	.	-2.9	.	-7.7	1.3	-7.0	.	2.2	-1.2
CC(=O)CCC1C2C(O)C(C(C)C)C(OC(=O)/C=C/c3ccccc3)CC12C (stereo not given)	-18.6	2.1	2.5	0.9	9.2	-14.5	1.8	4.8	-1.2	8.8	-10.3
Cc1cccc(NC(=O)c2ccccc2NC(=O)Cc2ccccc2)c1C	-21.4	-6.5	-0.1	-0.5	90.1	-10.2	2.6	0.5	1.4	-6.1	-3.1
CCOC(=O)Cn1c(C(F)(F)F)nc2nc(Cl)c(Cl)nc21	23.6	-6.1	.	1.2	.	-6.1	0.7	-1.2	.	8.2	3.8
CCOC(=O)CN1CC23C=CC(O2)C(C(=O)NCc2cccs2)C3C1=O (stereo not given)	11.4	9.1	1.0	1.4	3.8	7.3	2.1	11.6	1.5	-2.2	1.9
O=C(Cc1cccc(Cl)c1)Nc1ccc(Br)cc1	21.5	0.2	4.0	-1.2	-3.2	8.7	6.4	-5.6	2.5	-11.6	-6.7
CC(CCc1ccccc1)NC(=O)CCNS(=O)(=O)c1ccccc1C(F)(F)F (stereo not given)	6.6	8.0	-1.5	-4.5	0.7	0.3	2.1	7.5	-0.3	3.9	-2.8
Cc1ccc(C(=O)N2CCN(C(=O)c3ccccc3)C2c2ccc(N(C)C)cc2)cc1 (stereo not given)	-20.2	-2.7	5.1	-2.3	-18.9	-1.0	3.9	-6.5	1.0	-2.3	-0.6
CCN(CC)CCNc1cc(C)nc2c1C(=O)C(=O)C=C2N1CCCCC1	-11.4	4.0	-1.0	-0.8	-7.2	-4.2	1.9	-10.1	1.6	-2.0	3.0

For reference, some entries already given.
SMILES	HTR5A inv ag	HTR5A ag ctr	AddAB inh	CDK5 inh	Mot1-301 SUMO	PKA-R2B activ	phage Ecoli inh	PKA-R1A act	E coli growth	Tat export inh	DAGLB inhibitor
COCCn1c(C)cc(C(=O)CN2C(=O)NC3(CCCCCC3)C2=O)c1C	-7.6	-2.3	-1.3	0.5	0.1	-3.6	6.0	7.2	0.0	8.1	0.1
CC(C)(CNC(=O)C1c2ccccc2-c2ccccc21)N1CCOCC1	2.5	-2.0	0.9	2.0	-7.6	-9.0	2.1	-13.6	1.3	-1.3	1.9
CCC(=O)Nc1cccc(NC(=S)NC(=O)c2cc3ccccc3o2)c1	2.9	-1.0	-2.4	1.9	2.3	-1.6	5.8	-5.8	-1.3	-6.7	0.3

Other records:
SMILES	HTR5A inv ag	HTR5A ag ctr	AddAB inh	CDK5 inh	Mot1-301 SUMO	PKA-R2B activ	phage Ecoli inh	PKA-R1A act	E coli growth	Tat export inh	DAGLB inhibitor
O=C(c1cccs1)N1CCN(c2cc(Cl)ccc2Cl)CC1	-39.0	14.1	1.0	0.0	135.5	-8.3	3.6	-7.3	0.8	6.7	-4.9
O=C(c1ccccc1)N1CCN(CC#CC2(O)CCCCC2)CC1	3.0	-1.9	2.1	0.9	-7.0	9.1	1.1	-4.9	-0.4	-15.4	1.6
S=c1[nH]c(-c2ccccc2)cn1/N=C/c1cccc2ccccc12	0.9	-0.3	4.0	-3.8	-23.6	-2.7	4.5	-11.9	4.1	-2.2	2.6
Nc1ncnc2c1ncn2[C@@H]1O[C@H](CNS(=O)(=O)c2ccc(-c3ccno3)s2)[C@@H](O)[C@H]1O	1.1	-0.3	-1.5	1.5	.	-11.7	3.9	-9.5	0.5	-14.4	-0.7
C[C@H](NC(=O)c1nc[nH]c1C(=O)NCC(=O)OCc1ccccc1)C(=O)OCc1ccccc1	-20.8	2.4	1.8	1.6	-6.2	-5.6	1.0	-2.2	1.9	6.6	0.7
CCOC(=O)N/N=C/c1c(F)c(F)c(F)c(F)c1F	3.0	5.8	2.8	0.2	-7.7	-0.1	2.3	3.9	-1.2	0.0	1.0
COCCNC(=O)c1ccc(N2CC3CC(C2)c2cccc(=O)n2C3)c(NC(=O)c2ccc(Br)o2)c1 (stereo not given)	-10.7	-4.7	1.5	0.0	4.2	13.4	4.2	7.9	0.5	-0.2	0.5
Cc1cc(OC(C)C(=O)N2CCN(c3ccc(F)cc3)CC2)c2c(C)cc(=O)oc2c1 (stereo not given)	-5.9	0.3	1.4	.	-2.3	-3.7	2.5	6.6	0.1	-1.2	-0.9
CC1CCN(S(=O)(=O)c2ccc3c(c2)N(C)C(=O)CC(=O)N3C)CC1	19.0	-6.9	5.1	3.2	243.0	-12.6	2.7	-2.1	-1.4	-12.7	-2.3
CC1CCCCN1C(=O)Cn1c(=O)oc2cc(S(=O)(=O)N3CCCCC3)ccc21 (stereo not given)	4.5	2.7	2.1	-0.4	12.0	-6.4	1.1	-2.4	0.5	1.1	1.4
COc1cc(CN2CCN(Cc3c[nH]c4ccccc34)CC2CCO)cc(OC)c1 (stereo not given)	2.0	-2.3	.	-0.5	-21.3	0.1	2.4	-0.8	.	-12.5	-1.5
O=S(=O)(NCCN1CCOCC1)c1ccc(Cl)c(Cl)c1	-10.3	2.7	0.2	2.8	169.6	-9.3	2.3	-3.2	-3.4	-4.3	-2.1
COc1ccccc1N1CCN(CC(=O)c2c(C)[nH]c3ccccc23)CC1	4.6	-2.0	0.9	1.8	81.7	-5.3	0.5	-12.1	2.2	3.5	0.0
CCC(C(=O)Nc1ccsc1C(=O)OC)c1ccccc1 (stereo not given)	9.1	-0.3	0.8	1.0	2.1	7.7	1.7	0.6	0.8	0.1	-9.8
C=CCSc1nc2sc3c(c2c(=O)[nH]1)CC(C)(CC)OC3 (stereo not given)	0.6	-0.2	1.3	-0.4	-11.3	-4.1	0.7	-2.6	-0.3	4.0	0.7
CCn1c(=N)c(C(=O)NC)cc2c(=O)n3cccc(C)c3nc21	-8.8	0.0	.	-0.4	83.9	-16.3	3.3	0.1	.	-1.6	2.3
C#CCOCCOCCOCCNc1nc(N2CCN(C(=O)[C@H]([C@@H](C)O)n3cc(CCCCN)nn3)CC2)nc(N2CCN(C(=O)[C@H]([C@@H](C)CC)n3cc(CCCN=C(N)N)nn3)CC2)n1	-14.4	0.7	0.3	-7.6	-14.8	-0.1	2.2	7.5	-1.8	15.7	-0.3
CC1(C)C(=O)OC(c2cccs2)C(C)(C)C1=O (stereo not given)	-25.5	-1.9	0.9	0.1	-3.2	-8.6	1.2	1.6	-2.6	0.4	1.3
CCn1c2ccccc2c2cc(NC(=O)CSc3nnc(-c4ccc(OC)c(OC)c4)n3N)ccc21	-30.8	11.2	-1.8	4.4	-26.3	-10.5	2.0	-8.5	-1.2	3.1	0.1
CCN(CC)C(=O)c1sc(NC(=O)c2ccc3c(c2)OCO3)c(C(N)=O)c1C	-17.7	3.2	1.3	-1.7	207.6	-0.1	1.9	-2.4	-0.1	-1.1	-0.9
CCN1CCN(CCNC(=O)CS(=O)(=O)Cc2nc(-c3ccc(C)cc3)oc2C)CC1	-19.8	2.4	-0.5	0.0	13.3	-9.2	1.3	-4.1	-0.1	2.8	-2.4
O=c1c([N+](=O)[O-])c(N2CCCCC2)c2ccccc2n1-c1ccccc1	4.1	-2.2	2.4	-0.8	7.0	10.0	.	-9.5	0.8	-8.6	0.5
COc1ccc(C2CC(c3c(O)cc(C)oc3=O)=NCCS2)c(OC)c1 (stereo not given)	-26.4	3.8	4.8	3.8	-9.3	-0.9	.	-3.7	1.6	-7.2	-2.7
Cc1ccnc(SCc2cc(=O)c(OC(=O)c3ccc(S(=O)(=O)N4CCCC4)cc3)co2)n1	-23.0	0.6	2.0	0.1	-3.5	6.0	3.8	3.6	-1.0	2.3	-0.9
O=S(=O)(c1ccc(SCc2ccc(Br)cc2)nc1)N1CCCCC1	10.6	-3.9	.	0.9	.	-0.8	2.9	7.5	.	4.5	-10.9
CC1CN(S(=O)(=O)c2cccc(C(=O)N(Cc3nnc(-c4ccccc4Cl)o3)C3CC3)c2)CC(C)O1 (stereo not given)	-7.1	2.9	0.9	-4.3	-5.6	-3.2	1.8	7.8	0.1	-8.0	0.4
CC(Cc1ccccc1)C(=O)NCc1nc2ccccc2s1 (stereo not given)	-28.3	-0.6	2.8	-0.6	230.8	-3.4	-0.2	-10.8	4.1	0.7	-5.2
COc1ccc(-c2csc(-n3ncc(-c4ccccn4)c3N)n2)cc1	-4.6	1.8	-0.7	2.0	15.1	-1.4	0.5	0.7	-1.2	-9.0	-0.1
CCOC(=O)C1C(=O)NC(N2CCCCC2)=NC1C(C)C (stereo not given)	8.0	-3.0	2.4	-8.2	-6.8	-5.9	-0.8	-4.2	0.0	6.1	-4.8
Cc1ccccc1OCC(O)CNC1CCCC1 (stereo not given)	-3.8	1.0	3.7	0.6	-8.7	2.8	1.8	-8.2	6.8	-2.7	-3.2
Cc1cccc(C)c1NC(=O)COC(=O)C1CC(=O)N(Cc2ccccc2)C1 (stereo not given)	-23.2	-1.0	0.3	-0.7	1.6	5.5	-0.6	1.8	-0.8	-12.4	1.0
COc1cc(/C=C(\C#N)c2nc3ccccc3[nH]2)ccc1O	5.5	-1.5	4.5	0.2	-6.8	-2.2	0.2	0.3	1.4	9.5	-2.9
